Pol kappa inh – blocks human DNA polymerase kappa activity; purified Pol kappa, fluorescent DNA synthesis assay, 10 min; AID 588579; Potency, µM (doses to about 107 µM), for inactives: top-dose activity, negative = inhibition, most hits filed as inhibitors; hit rate 0.53% among 400,000; Q9UBT6; also: % is scaled to controls: 0 for no effect and ±100 for the full control effect
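Kinetic fluorescence screen: compound preincubated 15 min RT with 10 nM enzyme; 50 nM substrate (final) initiates; reads at 0/10 min.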
POLB inh – blocks human DNA polymerase beta activity; Pol beta primer extension/strand displacement, fluorescence kinetic; Potency, µM (top dose mostly 114 µM), inactives show at the top dose activity change, negative = inhibition, usual class: inhibitors; hit rate 1.3% among 340,000; also: % is scaled to controls: 0 for no effect and ±100 for the full control effect
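Kinetic readout of DNA synthesis with strand displacement by Pol beta. Compound and 10 nM enzyme sit 15 min at room temperature; 50 nM substrate starts the reaction, read immediately and at 10 min.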
Apoferritin bind – binds horse apoferritin like a general anesthetic; hit rate 0.074% among 350,000; apoferritin/1-aminoanthracene competitive binding, fluorescence; Potency, µM (highest dose often 77.5 µM), inactives show at the highest dose activity change, negative = displacement, hits mostly inhibitors; also: % is scaled to controls: 0 for no effect and ±100 for the full control effect; nearly all actives have a fitted effect of over 20% in size
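Steps: apoferritin (10 uM) was premixed with half-saturated 1-AMA in PBS, compounds were pin-transferred, plates stood 10 min at room temperature, fluorescence was read at 380/535 nm, and curves were fitted with a Hill equation.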
Pol eta inh – inhibitors of human DNA polymerase eta | recombinant Pol eta, fluorescent DNA replication assay | Potency, µM (series often up to 114 µM), for the others: at the top dose activity change, negative = inhibition, hits mostly inhibitors | hit rate 1.2% among 390,000; also: % is scaled to controls: 0 for no effect and ±100 for the full control effect
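Pol eta at 10 nM preincubated with compounds 15 min at room temperature; reaction started with fluorescent substrate (50 nM final) and read kinetically at 0 and 10 min.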
G9a block – inhibitors of human histone lysine methyltransferase G9a | G9a H3K9 monomethylation, AlphaScreen, 2 h | Potency, µM (doses to about 102 µM), without a hit: at the highest dose activity, negative = inhibition, hits mostly inhibitors | hit rate 8.8% among 350,000; also: % is scaled to controls: 0 for no effect and ±100 for the full control effect; nearly all actives have a fitted effect of over 75% in size
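Step 1: enzyme (final 20 nM) with compound, 15 min RT. Step 2: substrate peptide 500 nM and SAM 20 uM, 2 h RT. Step 3: anti-H3K9me1 antibody and AlphaScreen beads, 10 min, then plate read.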
BAZ2B inh – inhibitors of human BAZ2B bromodomain; AlphaScreen BAZ2B-H3K14Ac peptide displacement; Potency, µM (highest dose often 114 µM), for inactives: at the highest dose activity change, negative = inhibition, most hits filed as inhibitors; hit rate 4.4% among 360,000; also: % is scaled to controls: 0 for no effect and ±100 for the full control effect; nearly all actives have a fitted effect of over 60% in size
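Multi-concentration screen (max 110 uM) measuring displacement of acetylated histone H3 peptide from BAZ2B by AlphaScreen, using 50 nM protein, 50 nM peptide and 10 ug/mL streptavidin donor plus Ni-chelate acceptor beads.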
APEX1 inh – blocks human APE1 abasic DNA cleavage; P27695; recombinant APE1, TAMRA/BHQ-2 abasic DNA cleavage fluorescence; Potency, µM (top dose mostly 65.8 µM), for inactives: at the highest dose activity change, negative = inhibition, hits mostly inhibitors; hit rate 0.35% among 350,000;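 also: plate controls were vehicle for no effect and reference inhibitor for full effect; nearly all actives have a fitted effect of over 55% in size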
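Endonuclease cleavage of a quenched abasic-site DNA duplex (50 nM) by APE1 (0.75 nM) was tracked by TAMRA dequenching. Compounds were preincubated with enzyme 15 min at room temperature; data normalized to buffer-only and DMSO wells plus NSC13755 control.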
Pol iota inh – DNA polymerase iota (human) inhibition; Q9UNA4; Pol iota fluorescent replication assay, 10 min; Potency, µM (titrated, usually from 115 µM), inactives show at the top dose activity, negative = inhibition, most hits filed as inhibitors; hit rate 1% among 390,000; AID 588590
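Pol iota at 10 nM preincubated 15 min with compounds at room temperature; reaction started with fluorescent substrate, 50 nM final. Fluorescence read kinetically at 0 and 10 min; buffer-only wells as negative control.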
BLM inh – inhibitors of human Bloom syndrome helicase BLM. AID 2528. hit rate 0.2% among 350,000. recombinant BLM DNA unwinding, fluorescence dequenching. P54132. Potency, µM (titrated, usually from 56.1 µM), without a hit: at the top dose activity change, negative = inhibition, actives largely listed as inhibitors;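 also: plate controls were vehicle for no effect and no enzyme for full effect; nearly all actives have a fitted effect of over 35% in size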
Numbers without * were called inactive; ? = inconclusive; nt = not tested or not shown; & = joins results of further samples; ! = a repeat was not active; [ ] = another dose, or the depositor's remark. Calls follow the shape of the dose curve; as a rule, active = well fitted curve in the direction sought with a large enough effect; inconclusive = small, poorly fitted or top-dose-only effect, or another doubt; inactive = no such curve, though single readings can be large; an effect the other way counts as inactive or inconclusive. Potency is read from the fitted curve at half-maximal effect. Only part of the results is shown; rates above refer to the full screens.

Values run as follows: Pol kappa inh, POLB inh, Apoferritin bind, Pol eta inh, G9a block, BAZ2B inh, APEX1 inh, Pol iota inh, BLM inh
COc1ccc(-c2n(CC(=O)OC3CC(C)CCC3C(C)C)c3ccccc3[n+]2C)cc1 (stereo unspecified)
  1%, -11%, -6%, -26%, 1.1µM*, ?, 13%, 10%, -8%
CCN1CCN(c2cc(=O)n(-c3cc(Cl)ccc3C)c(=O)[nH]2)CC1
  -14%, 2%, 9%, -6%, 50µM*, -24%, -6%, 32%[activator], -2%
N#CCCn1cc(/C=C/C(=O)O)c(-c2ccc(F)cc2)n1
  -5%, 12%, -4%, -2%, -2%, 1%, 4%, -5%, -3%
CCC(=Nc1ccccc1)C1=C(O)CC(C)(C)CC1=O
  nt, 24%, -3%, nt, 6%[59 µM], -5%, 1%, nt, 2%
CCOC(=O)C1(Cc2ccccc2)CCCN(C(=O)C=C(C)C)C1 (stereo unspecified)
  -2%, 22%, -8%, -9%, 25%, 9%, 13%, -7%, -1%
CC(C)c1ccc(NS(=O)(=O)c2ccc(-n3cccn3)cc2)cc1
  -1%, ?, 1%, -7%, nt, -4%, -15%, -9%, -11%
COC(=O)C1=C(C(=O)OC)[C@@H]2N(C)c3ccc(OC)cc3[C@@]23C[C@@H](C(=O)OC)N(S(=O)(=O)c2ccc(OC)cc2)C3=N1
  2%, 7%, -1%, -12%, 46%[12.7 µM], 23%, -9%[12.4 µM], -3%, 0%[12.4 µM]
COc1ccc(-n2c(COc3ccccc3)nnc2SCC(N)=O)cc1
  3%, 7%, -12%, 8%, 45µM*, -4%, -2%, 10%, 1%
CCCCN(CC)c1nc(N)c(C#N)c(CC#N)c1C#N
  -4%, -1%, ?, -10%, -27%, 2%, -2%, 63%[activator], -18%
CC(C)(C)C(=O)NCCc1csc2nc(-c3ccc(F)cc3)nn12
  1%[60.1 µM], 2%, -7%, -20%, 0%[59 µM], 7%, nt, 1%, 1%
O=C(Nc1ccc(C(=O)OCc2cc(=O)n3nc(C4CC4)sc3n2)cc1)c1ccc(F)cc1
  -5%[60.1 µM], 26%, 0%, 4%, 8%[12.7 µM], 0%, nt, -5%, -4%
O=C(O)CC(CNC(=O)C1CCCN1C(=O)OCc1ccccc1)c1ccccc1 (stereo unspecified)
  -15%, 6%, -1%, -16%, 12%, 0%, 9%, 64%[activator], -5%
O=C(N/C(=C\c1cccc(Br)c1)C(=O)N1CCCCC1)c1ccco1
  3%, 40%, -13%, 3%, -8%, -2%, -5%, 9%, -2%
Cc1ccc(S(=O)(=O)Cn2nnnc2CN2CCCC3(CCCCC3)C2)cc1
  -8%, -13%, -2%, -20%, 25µM*, 0%, -1%, -13%, -10%
CCOc1ccc(Sc2cc(C(=O)NCCc3ccc(OC)c(OC)c3)c3ccccc3n2)cc1
  1%[60.1 µM], 0%, -8%, 1%, 0%[59 µM], 3%, nt, 6%, 1%
Nc1c(C(=O)NCc2ccc3c(c2)OCO3)nnn1Cc1ccc(Br)cc1
  0%, -8%, ?, 3%, -4%, -1%, -1%, 27%, -5%
Cn1c(SCC(=O)c2cc(Cl)c(Cl)s2)nnc1-c1ccco1
  32µM*, 20µM*, -19%, ?, ?, -32%, 2%, 16µM*, 13µM*
COc1ccc(N(C(C)C(=O)NN=C2CCCC2)S(C)(=O)=O)cc1 (stereo unspecified)
  -5%, -19%, -8%, -20%, -29%, -1%, ?, 16%, -1%
COc1ccccc1C(=O)Nc1ccnn1C1CCN(Cc2cnn(C)c2)CC1
  -13%, 9%, 0%, -7%, 11%[12.7 µM], 0%, -5%, 4%, -2%
COc1ccc(NC(=O)CCc2nnc3ccc(NCc4ccco4)nn23)cc1OC
  -34%, -9%, -19%, ?, -9%, ?, 18%, ?, -8%

Exported in CSV form: entries from further up.
smiles,Pol kappa inh,POLB inh,Apoferritin bind,Pol eta inh,G9a block,BAZ2B inh,APEX1 inh,Pol iota inh,BLM inh
Nc1c(C(=O)NCc2ccc3c(c2)OCO3)nnn1Cc1ccc(Br)cc1,0%,-8%,?,3%,-4%,-1%,-1%,27%,-5%
Cn1c(SCC(=O)c2cc(Cl)c(Cl)s2)nnc1-c1ccco1,32µM*,20µM*,-19%,?,?,-32%,2%,16µM*,13µM*

The list goes on:
Values run as follows: Pol kappa inh, POLB inh, Apoferritin bind, Pol eta inh, G9a block, BAZ2B inh, APEX1 inh, Pol iota inh, BLM inh
O=C(COC(=O)c1cccc(Br)c1)NC(=O)NC1CCCC1
  -8%, nt, nt, -20%, -38%, -4%, -20%, -9%, nt
C=CCNc1ncnc2c1[nH]c1ccc(C)cc12
  -26%, 2%, -10%, -11%, 8%[12.7 µM], -1%, -2%, ?, -1%
COc1ccccc1CNC(=O)CCCn1nc(C)c2sc3ccccc3c2c1=O
  -5%, 5%, -10%, -21%, -26%[59 µM], -10%, nt, 52%[activator], -3%
O=C(c1ccc2c(c1)N(Cc1ccc(F)cc1)C(=O)c1ccccc1S2(=O)=O)N1CCN(c2ccccn2)CC1
  -11%&-3%, 13%&6%, -22%&-25%, -27%&-13%, 22µM*!, -25%&-25%, 0%, -5%&16%, -7%&-7%
CCCc1nnc2n1N=C(c1ccc(-c3cc(Cl)ccc3Cl)o1)CS2
  nt, -26%, 7%, nt, ?, 6%, 3%, nt, -1%
Cc1ccc(NC(=O)c2cn(-c3cccc(C)n3)cn2)cc1
  -5%, 21%, -7%, -9%, -23%[59 µM], 9%, 5%, -7%, -2%
Cc1ccc2nc(N(CCCN(C)C)C(=O)CCc3ccccc3)sc2c1
  -2%, 0%, 0%, -14%, ?, -7%, -3%, 132%[activator], 29%
O=C(CCNC(=O)c1ccc(Br)o1)NCc1ccccc1Cl
  -3%, -28%, -5%, -19%, -50%[59 µM], 8%, -3%, 18%, -6%
O=C(Nc1cccnc1)c1cccc(NC(=O)c2ccco2)c1
  2%, -1%, 1%, -2%, 40µM*, 5%, 2%, 12%, 2%
O=c1[nH]c2ccc(S(=O)(=O)Nc3ccc(Cl)cc3)cc2o1
  2%, 20%, -10%, -11%, ?, -10%, 18%, -7%, 0%
O=C(c1cc(C2CC2)nn1-c1ccccc1)N1CCN(c2ccccc2O)CC1
  -9%, nt, nt, -10%, nt, nt, 12%, 34%[activator], nt
CCn1c(=O)c(C(=O)CN2CCCc3ccccc32)c(N)n(Cc2ccccc2)c1=O
  -13%&-2%, 0%, -19%, -10%, -12%[59 µM], ?, -7%, 10%&-15%, -13%
Cn1cccc1CC(=O)N/N=C\c1ccccc1
  -6%, 0%, -12%, 2%, -43%, -31%, 2%, ?, -9%
CCC(C)C(=O)Nc1nc(-c2ccc3c(c2)NC(=O)CO3)cs1 (stereo unspecified)
  -11%, 17%, ?, -18%, ?, -9%, -3%, 34%[activator], -7%
CCCC(=O)N1CCN(c2ccc(NC(=O)c3cccs3)cc2)CC1
  0%, 2%, -11%, -21%, 27%[59 µM], ?, 18%, 169%[activator], -2%
O=C(COC(=O)Cn1c(C(F)(F)F)nc2ccccc21)Nc1ccc2c(c1)OCCO2
  -15%, 8%, -8%, -3%, 16%[12.7 µM], 8%, -2%, 3%, 1%
N#C/C(=C\c1cccnc1)C(=O)NC1CCCCC1
  -5%, -14%, 0%, -12%, -5%[59 µM], -1%, 7%, 15%, 3%
COc1ccc(C2CC(c3cccs3)=NN2C(=O)CSc2nc(=O)n3ccc(C)cc3n2)cc1 (stereo unspecified)
  -25%, nt, nt, ?, -42%, 13%, -17%, 22µM*, nt
COc1ccc(NC(=O)CCS(=O)(=O)c2cccc3nonc23)cc1
  -10%, 20%, -9%, 1%, -44%, -7%, 5%, 92%[activator], -3%
CCc1cc(=O)oc2cc(OC(=O)c3ccco3)ccc12
  11%, 20%, -11%, -13%, nt, -3%, 13%, 8%, -2%
O=C(CCC(=O)N1CCOc2ccc(Cl)cc21)NCCN1CCOCC1
  -14%, -7%, -21%, -12%, 12%, 9%, 21%, -4%, -1%
c1ccc(OCc2nn3c(-c4ccncc4)nnc3s2)cc1
  13%, 1%, -11%, -5%, -34%, 38%[activator], -2%, 2%, 1%
CC(C)CCN(Cc1ccco1)C(=O)Cn1ncc2c([nH]c3ccccc32)c1=O
  -10%, 6%, 9%, -9%, -28%[59 µM], -2%, nt, -5%, -5%
CCOC(=O)c1nn(-c2ccc(Cl)cc2)cc1O
  6%, 17%, 0%, -7%, nt, -1%, 18%, -3%, 0%
O=C(O)c1[nH]c2ccc([N+](=O)[O-])cc2c1-c1ccccc1
  -3%, 22%, -12%, -22%, 17%[12.7 µM], -22%, 4%, -16%, 1%
COc1ccc(CN(C(=O)Cn2nnc(-c3ccc(C)o3)n2)C(C(=O)NCC2CCCO2)c2ccco2)cc1 (stereo unspecified)
  -3%, 0%, -23%, -23%, ?, -33%, 2%, 4%, -6%
COc1ccc(CC(=O)NCc2nnc(SCC(=O)Nc3ccccc3)n2C)cc1
  -7%, 6%, -1%, -18%, 7%, -4%, -3%, 38%[activator], 2%
CN(c1ccc(OC(=O)c2ccc(-n3cncn3)c([N+](=O)[O-])c2)cc1)S(=O)(=O)c1ccccc1
  7%, nt, nt, -10%, ?, -27%, -5%, 12%, nt
C=CC[C@@H](CC(=O)N(CCO)Cc1ccccc1)C(=O)N[C@H](COC(=O)[C@@H](CC=C)Cc1ccc(F)cc1)c1ccccc1
  -12%, nt, nt, -24%, nt, nt, -13%, -11%, nt
COc1ccccc1C(=O)NNC(=O)C1CCN(C(=O)OC(C)(C)C)CC1
  -14%, 1%, -2%, -6%, -21%[59 µM], -13%, 9%, 9%, -4%
CCc1nn(CC(=O)NCc2ccco2)c(=O)c2cc3cc(F)ccc3n12
  2%, 7%, -1%, -13%, -1%[59 µM], 22%, nt, ?, -3%
O=C(COC(=O)/C=C/c1ccccc1)NC1CCCC1
  -7%, nt, nt, 2%, nt, nt, 6%, 7%, nt
O=C(NCc1ccc(F)cc1)c1ccc2c(O)c(S(=O)(=O)c3ccccc3)c(=O)[nH]c2c1
  -3%, -19%, 7%, -12%, ?, -27%, nt, 7%, -8%
COC(=O)C(C(=O)Nc1ccc(OC)cc1)C1CCCCCC1 (stereo unspecified)
  5%, -11%, -3%, -12%, -19%[59 µM], -3%, ?, -3%, -3%
Clc1ccc2c(N/N=C/c3ccc(Br)cc3)ccnc2c1
  -17%, 10%, -5%, -13%, ?, 15%, 7%, 1%, -11%

From PubChem BioAssay
